High-throughput results as filed in PubChem BioAssay.
MITF inh: blocks human microphthalmia-associated transcription factor; O75030; AlphaScreen MITF homodimerization, bead proximity signal; inhibition, % at 2.6 µM; 650,000 compounds, 0.91% hits; in the data active = inhibition above about 50%;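 also: 0% = vehicle wells with protein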
Target sequence (O75030 whole entry, looked up): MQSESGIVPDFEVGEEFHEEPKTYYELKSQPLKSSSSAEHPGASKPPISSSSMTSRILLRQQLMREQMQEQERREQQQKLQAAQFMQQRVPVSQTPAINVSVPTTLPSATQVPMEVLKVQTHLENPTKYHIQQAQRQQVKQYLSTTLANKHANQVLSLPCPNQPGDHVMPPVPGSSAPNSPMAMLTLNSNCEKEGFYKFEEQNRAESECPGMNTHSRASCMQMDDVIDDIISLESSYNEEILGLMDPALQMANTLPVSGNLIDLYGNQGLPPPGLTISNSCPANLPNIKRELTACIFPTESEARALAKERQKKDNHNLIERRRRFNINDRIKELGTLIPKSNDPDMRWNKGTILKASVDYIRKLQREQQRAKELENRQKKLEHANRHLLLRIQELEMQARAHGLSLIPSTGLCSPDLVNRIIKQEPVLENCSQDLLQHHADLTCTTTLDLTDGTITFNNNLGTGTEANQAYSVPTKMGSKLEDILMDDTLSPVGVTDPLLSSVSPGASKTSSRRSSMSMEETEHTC
TEAD-YAP block: TEAD-YAP interaction inhibition; 640,000 compounds, 1.4% hits; AID 1259422; inhibition, % at 9.12 µM; HEK-TIYL cells, TEAD-Gal4/YAP UAS-luciferase luminescence; in the data active = inhibition above about 32%;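 also: 0% = median of test compound wells and 100% = reference inhibitor wells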
FBW7 act: activators of human E3 ligase FBW7 | Q969H0 | AlphaScreen FBW7–phospho-cyclin E peptide binding, activator screen | normalized activity (activation), % at 26.1 µM | 650,000 compounds, 0.13% hits; in the data active = normalized activity above about 1.9%;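 also: purified mutant Fbw7 with reduced substrate affinity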
GPR151 activ: activators of human GPR151; activation, % at 11.2 µM; 650,000 compounds, 1% hits; Q8TDV0; AID 1508602; PathHunter beta-arrestin GPR151 cells, luminescence; in the data active = activation above about 4.9%;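 also: 0% = median of compound wells and 100% = cells with positive control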
Target sequence (Q8TDV0 whole entry, looked up): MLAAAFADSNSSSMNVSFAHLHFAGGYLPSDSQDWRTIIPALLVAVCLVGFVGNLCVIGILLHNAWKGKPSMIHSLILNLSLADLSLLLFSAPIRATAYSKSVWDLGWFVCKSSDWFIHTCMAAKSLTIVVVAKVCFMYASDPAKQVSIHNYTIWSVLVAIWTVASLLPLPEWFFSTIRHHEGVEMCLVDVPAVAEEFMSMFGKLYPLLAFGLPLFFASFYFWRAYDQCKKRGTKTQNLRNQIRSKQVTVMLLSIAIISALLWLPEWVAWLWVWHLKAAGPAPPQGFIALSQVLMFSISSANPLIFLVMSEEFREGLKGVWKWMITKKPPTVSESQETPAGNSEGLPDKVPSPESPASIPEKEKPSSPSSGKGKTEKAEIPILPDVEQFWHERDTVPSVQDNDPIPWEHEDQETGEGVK
An asterisk follows results filed as active. Rows are unselected. About 3.4% of those tested had a hit in this group.

Values run as follows: MITF inh	TEAD-YAP block	FBW7 act	GPR151 activ
> CC(=O)Nc1cc(N2C(=O)C3C4C=CC(C4)C3C2=O)ccc1Cl (stereo unspecified)
  -16	-3	-0.1	1.5
> CCOC(=O)C(C)Sc1nnc2n1CCN2c1ccc(OC)cc1 (stereo unspecified)
  8	4	0.0	-2.3
> Cc1cccc(NC(=O)CN(C)S(=O)(=O)c2cccc3cccnc23)c1C
  -19	-6	0.1	-0.3
> COc1ccc(C(=O)CC2(O)C(=O)N(CC(N)=O)c3ccccc32)c(OC)c1 (stereo unspecified)
  6	-5	0.0	1.3
> CCn1c(=O)n(CC(=O)NCc2ccco2)c2cccnc21
  4	14	0.0	-0.1
> CCCNc1nccc(-c2c(-c3ccc(F)cc3)nc3n2[C@@H](CO)[C@H](C)C3)n1
  3	0	-0.2	-2.2
> O=S(=O)(c1ccc(Oc2ccccc2)cc1)N1CCN(c2ccccc2)CC1
  -4	-13	-0.1	-1.7
> O=C1CCCN1CCn1cnc2c(NCCN3CCOCC3)nc(N3CCOCC3)nc21
  3	6	0.1	-0.8
> CSc1nc2ccc(NC(=O)Cn3cnc4ccccc4c3=O)cc2s1
  7	7	0.1	5.9*
> O=C(CN(Cc1ccco1)C(=O)CNS(=O)(=O)c1ccccc1)NC1CCCCC1
  -1	-2	0.0	0.6
> Cc1nn(-c2cccc(Cl)c2)c(Cl)c1/C=C1\NC(=S)NC1=O
  3	5	0.1	0.6
> CCOc1ccccc1NS(=O)(=O)c1cc(Br)cnc1N
  8	-12	-0.1	1.6
> CC1=NN(c2ccc(C)cc2)C(=O)CC1
  1	2	0.0	-0.2
> O=S(=O)(Cc1cccc(F)c1)N1CCN(Cc2ccsc2)CC1
  -2	1	0.7	-1.8
> O=C(CNc1ccc(F)cc1)N/N=C/c1cccs1
  19	3	0.1	-0.2
> c1coc(CN2CCN(C(c3cccs3)c3nnnn3C3CCCC3)CC2)c1 (stereo unspecified)
  24	-14	0.9	2.4
> COc1cccc(-c2csc(N3CCN(C(=O)Nc4cccc(Cl)c4)CC3)n2)c1
  12	-4	0.1	-0.1
> CC(O)Cc1nsc(NC(=O)c2ccc(Br)o2)n1 (stereo unspecified)
  8	-11	0.9	-0.7
> COc1ccc(-c2[nH]nc3c2C(c2ccc(OC(=O)N4CCOCC4)cc2)C(C#N)=C(N)O3)cc1OC (stereo unspecified)
  -6	-13	-0.5	-0.6
> CCCCCCc1cc2c3c(c(=O)oc2cc1OCc1ccc(C(=O)OC)o1)CCCC3
  -1	-3	0.0	1.0

Rewritten with bars between the fields: entries from further up.
mol | MITF inh | TEAD-YAP block | FBW7 act | GPR151 activ
CC1=NN(c2ccc(C)cc2)C(=O)CC1 | 1 | 2 | 0.0 | -0.2
Cc1nn(-c2cccc(Cl)c2)c(Cl)c1/C=C1\NC(=S)NC1=O | 3 | 5 | 0.1 | 0.6
COc1ccc(-c2[nH]nc3c2C(c2ccc(OC(=O)N4CCOCC4)cc2)C(C#N)=C(N)O3)cc1OC (stereo unspecified) | -6 | -13 | -0.5 | -0.6
COc1cccc(-c2csc(N3CCN(C(=O)Nc4cccc(Cl)c4)CC3)n2)c1 | 12 | -4 | 0.1 | -0.1

Following part.
Values run as follows: MITF inh	TEAD-YAP block	FBW7 act	GPR151 activ
> CC1CCCN(CCCNc2c(-c3ccccc3)c(=O)c2=O)C1 (stereo unspecified)
  -5	12	0.2	1.6
> CC(=O)c1ccc(N2CCN(C(C)C(=O)NC3CCCc4ccccc43)CC2)cc1 (stereo unspecified)
  -6	-1	0.0	0.0
> CCOc1cc(CNC(=O)CN2C(=O)c3ccccc3S2(=O)=O)ccc1OC
  -6	-4	-0.1	-1.3
> CCc1ccc(C2=CC(c3sccc3C)n3ncnc3N2)cc1 (stereo unspecified)
  8	-16	-0.3	1.1
> CCOc1ccc(CSc2nc(C)cc(COC)c2C#N)cc1OCC
  3	2	0.1	-0.2
> Cc1nn(C)c(C)c1Sc1ccccc1N
  0	-9	-0.1	1.7
> COC(=O)c1c(C(C)(C)C)oc2c1cc(NS(=O)(=O)c1ccc(F)cc1)c1ccccc12
  -2	12	-0.2	0.9
> CN1C(=O)S/C(=C/c2cccn2-c2ccc(Cl)cc2)C1=O
  26	-4	-0.4	-1.8
> CCOc1cc2c(cc1OCC)C(c1cccc3c1OCO3)NCC2 (stereo unspecified)
  15	-4	-0.1	-2.1
> N[C@@H](C(=O)N1CCC(C(=O)Nc2ccc3[nH]ncc3c2)C1)c1ccccc1 (stereo partly specified)
  30	0	0.4	2.3
> CCn1c(=O)n(CC(=O)NCc2ccc(OC)cc2)c2cccnc21
  4	-7	-0.1	-0.7
> Cc1ccc(S(=O)(=O)N(CC(=O)Nc2ccc(C(C)C)cc2)Cc2ccccc2)cc1
  1	10	1.0	-1.0
> O=C(NCCc1cnccn1)C1CC(Cc2ccc(F)cc2)=NO1 (stereo unspecified)
  6	11	-0.1	0.5
> COc1ccc(C2=NN(c3ccccc3)C(=O)/C2=C\c2ccc(O)c(OC)c2)cc1
  6	3	0.0	-0.5
> COc1cc(C2N(c3nccs3)C(=O)C3CCCN32)cc(OC)c1OC (stereo unspecified)
  -16	-4	0.0	2.7
> CSc1nc(NN)c2c3c(sc2n1)CN(C)CC3
  74*	-4	-0.2	-0.3
> CCc1ccc(N=CC2=C(O)CC(c3ccccc3)CC2=O)cc1 (stereo unspecified)
  1	1	-0.1	-0.5
> O=C(NCCc1ccccc1)C(Cc1ccccc1)N1C(=O)c2ccccc2C1=O (stereo unspecified)
  19	4	0.2	1.5
> CCOc1ccc(/C=C2\C(=O)NC(C)=C2C(=O)OC)cc1
  3	-10	-0.3	1.3
> CCC(c1nnnn1CCc1ccccc1)N1CCN(c2ccccc2)CC1 (stereo unspecified)
  1	7	-0.1	-1.2
> NC(=O)C1CCN(C(=O)/C(=C/c2ccccc2Cl)c2ccccc2)CC1
  14	-3	0.0	0.2
> Cc1ccc(NC(=O)CC(NCCc2ccccc2)C(=O)O)cc1C (stereo unspecified)
  -6	4	-0.1	2.1
> Cc1ccc(CSc2nnc3c(n2)OC(c2ccc(OCC(=O)O)cc2)Nc2ccccc2-3)cc1 (stereo unspecified)
  10	-9	0.1	-0.5
> CCOC(=O)C1(Cc2ccccc2Cl)CCN(Cc2ccncc2)CC1
  -14	0	-0.1	0.0
> COc1ccccc1NC(=O)Cn1cnc2scc(-c3ccc(C)cc3)c2c1=O
  -8	-3	-0.2	-1.2
> Cc1noc(C)c1/C=N/Nc1ccccn1
  -1	-4	-0.1	1.2
> CCN1CCN(CC(=O)Nc2cc(C)on2)CC1
  1	-12	0.4	1.4
> COc1nn(C)cc1C(=O)Nc1ccc(C(=O)NCC2CCCO2)cc1 (stereo unspecified)
  12	-2	0.7	0.5
> CCCS(=O)(=O)N1CCN(Cc2cccc(Cl)c2)CC1
  55*	5	-0.1	3.1
> CCOC(=O)Cn1c(=O)c2c(nc3n2CC(C)CN3c2cccc(OC)c2)n(C)c1=O (stereo unspecified)
  -1	2	-0.2	-0.1
> Fc1ccc(-c2cc(NCc3ccco3)nc(-c3cccnc3)n2)cc1
  29	9	0.1	-0.9
> CC(=O)NCC(=O)OCC(=O)c1ccc(C)cc1
  2	10	0.0	-0.2
> C=CCNc1c([N+](=O)[O-])c(=O)oc2ccccc12
  1	1	-0.1	-0.2
> CCOC(=O)CCN(Cc1ccc(F)cc1)S(=O)(=O)c1ccc(Br)cc1
  3	0	-0.1	0.5
> O=S(=O)(c1cccc2ccccc12)N1CCC(c2ccccc2)C1 (stereo unspecified)
  -4	7	0.5	-1.6
> COc1ccc(C(=O)Oc2ccc(/C=N/O)cc2)cc1
  -7	-6	-0.1	-1.8
> COc1ccc2sc(C)[n+](CC(=O)O)c2c1
  2	2	-0.5	-0.3
> CCOC(=O)C1=C(CNc2cccc([N+](=O)[O-])c2)NC(=O)NC1c1cc(C)ccc1C (stereo unspecified)
  32	6	-0.1	-0.5
> CCOC(=O)N1CCc2c(sc(NC(=O)c3ccc(OC(C)C)cc3)c2C(=O)OC)C1
  -1	-2	-0.1	-0.1
> Cc1ccc(N2C=NNC(=O)C2)cc1
  13	-31	0.5	-0.3

Compounds from the list above that contain a cyano group:
Values run as follows: MITF inh	TEAD-YAP block	FBW7 act	GPR151 activ
> COc1ccc(-c2[nH]nc3c2C(c2ccc(OC(=O)N4CCOCC4)cc2)C(C#N)=C(N)O3)cc1OC (stereo unspecified)
  -6	-13	-0.5	-0.6
> CCOc1ccc(CSc2nc(C)cc(COC)c2C#N)cc1OCC
  3	2	0.1	-0.2

Next structures follow.
Values run as follows: MITF inh	TEAD-YAP block	FBW7 act	GPR151 activ
> O=C(COc1ccccc1)NCC(=O)Nc1nc(COc2ccccc2)cs1
  4	-2	0.0	0.2
> Cc1noc(/C=C/N2CCOCC2)c1S(=O)(=O)N(C)CC(=O)N1CCc2ccccc21
  -12	-2	-0.1	-0.2
> COc1ccc([C@@H]2C[C@H](C(=O)N3CCCCC3C)N(C)S(=O)(=O)N2)cc1 (stereo partly specified)
  4	5	0.6	-1.0
> O=C(CSc1nnc(NC(=O)c2ccccc2Cl)s1)c1ccc([N+](=O)[O-])cc1
  6	-34	-0.2	-0.9
> Cc1c(NC(=O)c2ccc(Cl)cc2Cl)c(=O)n(-c2ccccc2)n1C
  -12	-8	-0.1	0.0
> COc1ccc(Nc2cc(C(F)(F)F)nc3ncnn23)cc1
  0	-1	-0.1	-1.0
> CN(CP(=O)(O)CN1CCOCC1)S(C)(=O)=O
  7	15	0.0	1.8
> NC(=S)N=Nc1c2ccccc2c2nc3no[nH]c3nc12
  16	-7	-0.1	1.0
> CCc1ccc(C2CC(=O)NC(SCC(=O)Nc3ccccc3)=C2C#N)cc1 (stereo unspecified)
  29	-6	0.4	0.4
> CC(=O)Nc1ccc(NC(=O)Cc2cn(-c3ccc(NCCCN4CCCC4=O)nn3)c3ccccc23)cc1
  23	-7	-0.1	-2.6
> COC(=O)C1=C(N)OC2=C(C(=O)CC(c3ccccc3)C2)C1c1ccc(F)cc1 (stereo unspecified)
  9	1	0.0	0.3
> CCOc1ccccc1CN1CCN(CCCn2cccn2)CC1CCO (stereo unspecified)
  -2	-1	-0.2	-1.7
> CCNC(=O)CN(c1cc(Cl)ccc1Cl)S(=O)(=O)c1ccccc1
  8	0	-0.1	4.0
> Cc1cc(NC(=O)C(C)C)ncc1NC(=O)c1cccc(F)c1
  12	-4	0.5	-1.2
> O=C(O)c1ccc2c(c1)C(=O)N(c1ccc(-c3nc4ccccc4o3)cc1)C2=O
  -3	-30	0.0	-1.2
> O=S1(=O)N=C(Nc2ccc(I)cc2)c2ccccc21
  11	-6	0.0	-1.4
> CC(C)c1ccccc1NC(=O)/C=C/c1ccco1
  8	-14	0.3	0.6
> CC(C)NS(=O)(=O)c1ccc(-c2ccc(S(=O)(=O)NC(C)C)cc2)cc1
  1	8	0.0	1.1
> Cc1oc(-c2ccccc2Cl)nc1CS(=O)(=O)CC(=O)NCc1ccco1
  4	11	0.0	0.3
> COc1ccccc1OCCCC(=O)Nc1c(C)cccc1C
  -10	3	-0.2	-0.1
> CN1C(=O)c2cccc3c(S(=O)(=O)Nc4ccc(C(=O)O)c(O)c4)ccc1c23
  -20	-5	0.1	-0.5
> CN1Cc2cccc(Nc3cc(Nc4cccc5c4C(=O)N(C)C5)c(C(F)(F)F)cn3)c2C1=O
  16	-5	0.1	-0.1
> COc1ccc(-c2cc(N)n(S(=O)(=O)c3ccc(OC)c(OC)c3)n2)c(OC)c1
  -3	-11	0.0	0.1
> COc1ccc(-c2ncc(C)c(Nc3cc(OC)c(OC)c(OC)c3)n2)cn1
  8	19	0.0	-0.4
> N#CC1(C#N)C(C(N)=O)C1c1ccccc1 (stereo unspecified)
  3	-4	0.2	-1.0
> O=C(NN1CCOCC1)c1cc(-c2ccc(Br)s2)nc2ccccc12
  6	16	0.0	-0.4
> CCCN(C)C(=O)c1cn2ccsc2n1
  17	-7	0.1	0.9
> O=C(N[C@H]1C[C@H]2C(=O)N[C@@H](CO)C(=O)N2C1)c1ccc(C(F)(F)F)cc1
  7	-13	-0.2	-1.2
> CCN(CC)C(=O)CN(Cc1ccccc1)S(=O)(=O)c1ccc(OC)c(C)c1
  10	15	-0.2	-0.8
> O=C1N[C@@H](COCc2ccccc2)C(=O)N2CCN(C(=O)c3ccccc3)C[C@H]12
  -5	-6	0.2	0.6
> COC(=O)c1cccc(OCc2ccc([N+](=O)[O-])cc2)c1
  12	5	-0.1	0.6
> O=C(O)c1cc([N+](=O)[O-])c(C(=O)O)cc1Oc1ccc(Cl)cc1Cl
  -7	8	0.0	0.1
> COc1ccc(C)cc1Nc1nnc(Cc2ccncc2)c2ccccc12
  7	3	0.0	0.2
> CCCOc1ccc2c(c1)oc(=O)c1ccccc12
  -4	-47	1.1	0.7
> CCCNc1ncnc2c1nc(Nc1ccc(N3CCOCC3)cc1)n2C(C)C
  0	2	-0.2	-0.7
> CC(=O)c1ccc2c(c1)CC(C(=O)Nc1ccc(-c3ccnc(N)n3)cc1OCCN(C)C)CO2 (stereo unspecified)
  21	5	-0.5	4.6
> CCN1C(=O)C(=C2C=C(C)SC(C)=C2)SC1=S
  -1	-6	0.0	0.4
> CCc1nc(SCc2ccc(C)cc2)c2c(=O)n(C)c(=O)n(C)c2n1
  -16	-5	-0.1	-1.7
> COc1cccc(NC(=O)/C=C/c2ccc([N+](=O)[O-])cc2)c1
  12	-42	-0.3	-1.4

Arranged by formula weight (highest first): 3 of the compounds above
Values run as follows: MITF inh	TEAD-YAP block	FBW7 act	GPR151 activ
> CC(=O)c1ccc2c(c1)CC(C(=O)Nc1ccc(-c3ccnc(N)n3)cc1OCCN(C)C)CO2 (stereo unspecified)
  21	5	-0.5	4.6
> O=C(O)c1cc([N+](=O)[O-])c(C(=O)O)cc1Oc1ccc(Cl)cc1Cl
  -7	8	0.0	0.1
> CCCOc1ccc2c(c1)oc(=O)c1ccccc12
  -4	-47	1.1	0.7
